ARNT TACC3 PPI: disrupts binding between human ARNT and TACC3; inhibition, % at 9.99 µM; AlphaScreen His-ARNT PAS-B/GST-TACC3 binding, luminescence; TACC3 fragment carries E629A point mutation; 390,000 tested, 0.66% active;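 active = mean inhibition of replicates at least 50% and at least half of replicates each reaching 50%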;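 note: 0% = complete ARNT plus TACC3 wells and 100% = ARNT alone without TACC3; many hits fall short of the cut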
F508del corr: correctors of CFTR F508del function in bronchial epithelial cells | activity (quench increase), % at 7.58 µM | AID 720511 | 350,000 tested, 0.36% active | CFBE cells, YFP halide quenching; stimulated with forskolin plus potentiator P3; % fluorescence drop versus neutral controls;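 active = mean added fluorescence quench of at least 8% versus neutral control, with both replicates also reaching 8%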;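 note: cells transiently co-express mutant CFTR-F508del with the halide-sensitive YFP; corrector assay measuring rescue of mutant channel to the surface after 24 h compound exposure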
ERAP1 inh: inhibitors of human ERAP1 aminopeptidase | Q9NZ08 | recombinant ERAP1, Leu-AMC fluorescence, 60 min | inhibition, % at 10.7 µM | 340,000 tested, 0.15% active | AID 652197;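 active = mean replicate inhibition of at least 30%, or all replicates individually reaching that 30% level; inactive = mean below 30% and not every replicate reaching it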;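 note: 0% = neutral control wells and 100% = L-leucinethiol positive control wells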
RAD54 inh: inhibitors of human RAD54 branch migration; Q92698; RAD54 Holliday junction branch migration, FAM/BHQ fluorescence; inhibition, % at 10.4 µM; 360,000 tested, 0.14% active; AID 602329;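 active = mean normalized replicate activity at least 40 and at least half of replicates scoring 40 or more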;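 note: 0% = median of neutral control wells and 100% = median of positive control wells; inhibitors cause a drop in the FAM fluorescence signal; in these data hits start at about 50%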
Target sequence (Q92698 whole entry, looked up): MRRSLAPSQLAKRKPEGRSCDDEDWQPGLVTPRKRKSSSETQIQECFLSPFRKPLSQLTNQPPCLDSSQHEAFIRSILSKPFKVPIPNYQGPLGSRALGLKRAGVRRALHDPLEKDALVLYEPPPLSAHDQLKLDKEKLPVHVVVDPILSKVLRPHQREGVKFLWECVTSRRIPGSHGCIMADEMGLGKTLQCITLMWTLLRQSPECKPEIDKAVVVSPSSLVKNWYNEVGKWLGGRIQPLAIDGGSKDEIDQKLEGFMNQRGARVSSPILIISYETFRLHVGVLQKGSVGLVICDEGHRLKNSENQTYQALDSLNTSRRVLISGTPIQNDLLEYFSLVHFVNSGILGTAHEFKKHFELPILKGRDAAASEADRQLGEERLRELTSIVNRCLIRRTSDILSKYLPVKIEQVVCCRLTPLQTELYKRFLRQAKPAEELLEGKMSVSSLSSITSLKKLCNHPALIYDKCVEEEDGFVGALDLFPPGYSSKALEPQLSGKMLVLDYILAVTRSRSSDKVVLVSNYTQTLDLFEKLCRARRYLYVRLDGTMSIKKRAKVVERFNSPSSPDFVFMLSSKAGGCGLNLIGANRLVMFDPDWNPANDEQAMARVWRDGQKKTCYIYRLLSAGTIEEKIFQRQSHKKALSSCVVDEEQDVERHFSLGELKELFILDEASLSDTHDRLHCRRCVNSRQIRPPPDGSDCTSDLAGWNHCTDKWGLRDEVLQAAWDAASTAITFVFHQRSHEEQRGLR
RAD52 anneal inh: inhibitors of human RAD52 DNA annealing; P43351; recombinant RAD52 DNA annealing, FRET fluorescence; inhibition, % at 18.7 µM; 360,000 tested, 0.46% active; AID 651710;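 active = every replicate showing at least 50% inhibition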
INS-1E GSIS act: GLuc luminescence reporter in INS-1E cells, primary screen for activators of glucose-dependent secretion of insulin. activation, % at 16.6 µM. INS-1E GLuc reporter insulin secretion, 2-3 h. AID 743287. 370,000 tested, 0.61% active;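 active = lowest replicate activation of at least 40%, so every replicate reaches that level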;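 note: 0% = median of neutral control wells and 100% = median of IBMX positive control wells; some compounds called inactive have numbers as strong as hits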
Xi reactivation: reactivates the inactive X chromosome in mouse fibroblasts; XiGFP mouse fibroblasts, % GFP-positive cells imaging, 3 d; cells co-treated with 5-aza-dC sensitizer; scaled so ellipticine positive control = 100%; activation, % at 7.58 µM; 360,000 tested, 0.055% active; AID 743238;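 active = mean normalized replicate activation at least 10% and every replicate at or above 10%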;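 note: 0% = median of on-plate neutral control wells and 100% = ellipticine 6 µM median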
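Material: SV40-immortalized XiGFP fibroblast cells, line 68-5-11 | Buffer or medium: DMEM containing 5-aza-dC | Dosing: One concentration, pinned | Times: 3 d treatment, 15 min room-temperature fixation | Controls: Ellipticine 6 µM positive control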
esBAF inh: blocks esBAF chromatin remodeling in mouse ES cells; Bmi1-luciferase knock-in reporter, 24 h; 100% = twice the neutral-well signal; 350,000 tested, 2% active; reporter increase, % at 12.5 µM; in the data active = activation above about 40%;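 note: 0% = median of the plate's neutral control wells and 100% = double that signal; a rise in the Bmi1 reporter signal indicates esBAF inhibition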
* hit, by the source's call; . = no result given. An unsorted share of the library (roughly 3.3% active in at least one column).

Structure | ARNT TACC3 PPI | F508del corr | ERAP1 inh | RAD54 inh | RAD52 anneal inh | INS-1E GSIS act | Xi reactivation | esBAF inh
COCCNC(=O)C1(C)CCCN(C(=O)COc2ccccc2)C1 (stereo not given) | . | 1.6 | 1 | 13 | -4 | 15 | 0.1 | 8
O=C(CN1C(=O)CSC1=O)c1ccccc1 | 6 | . | . | -13 | . | 2 | . | 0
CC(C)CN1CCC(=O)N(CCN=[N+]=[N-])CC1 | -4 | -2.2 | . | 5 | 6 | 1 | 0.0 | -4
CCC(C)NC(=S)N1CCN(C)CC1 (stereo not given) | . | -2.0 | 2 | . | -3 | 4 | 0.2 | .
Cc1nn(-c2ccccc2)c(N)c1N=Nc1ccccc1 | 18 | . | 2 | . | -3 | -14 | 0.0 | .
CCN1CCN(c2ccc(S(=O)(=O)N3CCOCC3)cc2NC(=O)/C=C/c2ccc(OC)c(OC)c2)CC1 | . | 1.4 | -1 | 6 | -3 | 14 | 0.2 | -7
C[C@@H]1CN([C@@H](C)CO)C(=O)c2cc(C#CCN(C)C)cnc2O[C@@H]1CN(C)Cc1ccc(-c2ccccc2)cc1 | 17 | -3.8 | -2 | -7 | -8 | 2 | -1.8 | -8
Cc1ccc(-c2ccc3c(c2)O[C@H](CN(C)C(=O)Nc2ccc(F)cc2)[C@H](C)CN([C@H](C)CO)S3(=O)=O)cc1 | 7 | 0.9 | -2 | 1 | 26 | -18 | -1.0 | 0
O=C(OC[C@@H]1[C@H]2c3ccccc3OC1(CO)N=C1SCc3ccccc3CN12)c1ccccc1 | 5 | 2.4 | -3 | 5 | 12 | . | . | .
O=C(c1cc(Cl)ccc1O)N1CCN(S(=O)(=O)c2cccs2)CC1 | 2 | 1.2 | -3 | . | -12 | 0 | 0.0 | .
Cc1ccc(NC(=O)CCn2nnc3ccccc32)cc1 | . | -0.3 | 0 | . | -7 | -1 | 0.1 | .
O=C(C1CCCCC1)N1C[C@@H]2[C@H](c3ccccc31)[C@H](CO)N2Cc1ccccc1Cl | 8 | 0.3 | 4 | -3 | 8 | -7 | 0.3 | 3
CCCCOCCCNC(=O)C[C@@H]1C[C@@]2(C(=O)OCC)CCCC=C2N(Cc2cccc3ccccc23)C1=O | . | 0.6 | 1 | . | -6 | . | 0.2 | .
O=C(O)c1ccc(NC(=O)c2ccco2)c(NC(=O)c2ccco2)c1 | -5 | -1.6 | 0 | 4 | 14 | -10 | 0.0 | 1
O=c1c2ccccc2nc(SCc2ccccc2)n1CC1CCCO1 (stereo not given) | -9 | -1.5 | 21 | . | -2 | 12 | -0.1 | .
O=C(CSc1nnc2ccc3ccccc3n12)N1CCOCC1 | -2 | . | . | 1 | . | 1 | 0.1 | .
COC(=O)c1cccc(CSc2nc3ccccc3[nH]2)c1 | -1 | -0.1 | -1 | 12 | -15 | -12 | 0.0 | .
CC(C)(C)c1ccccc1OCC(=O)NCCCn1ccnc1 | -1 | 0.0 | -3 | 0 | -12 | 7 | 0.8 | 10
O=S1(=O)CC2SC(=S)N(c3ccccc3)C2C1 (stereo not given) | . | 0.1 | . | 11 | -2 | 13 | 0.0 | .
COc1ccc(CN(C)C[C@H]2Oc3ccc(NC(=O)Nc4ccccc4)cc3C(=O)N([C@@H](C)CO)C[C@H]2C)cc1 | -12 | -2.5 | -5 | -1 | 14 | 5 | -0.2 | -2
CCOc1ccccc1-n1nnnc1SCc1nc2ccccc2s1 | 8 | . | . | -7 | . | -19 | . | 7
O=C(O)Cc1sc(-c2cccnc2)nc1-c1ccc(Br)cc1 | -2 | -3.3 | -2 | . | -36 | 6 | 0.0 | .
CCN(CC)c1ccc(NC(=O)Cn2cc3c(n2)CCC(C)C3)c(C)c1 (stereo not given) | 49* | 0.1 | -1 | -2 | -14 | -27 | 0.1 | -1
C/C=C/c1cnc2c(c1)C(=O)N([C@@H](C)CO)C[C@H](C)[C@@H](CN(C)Cc1ccccc1F)O2 | . | -0.6 | . | . | . | 3 | -0.7 | -1
COc1ccccc1N1CCN(S(=O)(=O)CCNC(=O)C(C)Oc2ccccc2)CC1 (stereo not given) | . | 4.8 | 23 | 3 | -18 | -20 | 0.0 | 3
CC1CCN(C(=O)c2ccc(N3CCOCC3)c([N+](=O)[O-])c2)CC1 | 5 | -0.6 | 0 | 17 | 8 | 11 | 0.2 | 0
O=C(NCC1CC1)Nc1cccc(C(F)(F)F)c1 | . | 1.2 | -4 | 0 | -1 | -13 | 0.0 | -2
Cn1c(=O)c2c(nc(NCCNC(=O)c3ccco3)n2Cc2ccccc2F)n(C)c1=O | 5 | -2.3 | 2 | -6 | -12 | 38 | 0.0 | -5
CO[C@@H]1CN(C)C(=O)c2ccc(NC(C)=O)cc2OC[C@H](C)N(C(=O)CC2CC2)C[C@H]1C | -3 | -0.3 | -3 | 2 | -2 | -4 | -0.3 | 2
COc1ccc(-c2nn(-c3ccccc3)cc2/C=C/C(=O)OCC(=O)Nc2cccc(C#N)c2)cc1 | -4 | . | . | . | . | -17 | -0.2 | 4
C/C=C/c1ccc([C@H]2[C@H](CO)N3C(=O)CN(C(=O)NC4CCCCC4)C[C@@H]23)cc1 | . | 1.3 | 2 | . | 2 | 4 | 0.0 | .
CC(C)(C)S(=O)(=O)c1cnc(N2CCCC2)nc1N | -6 | 0.2 | 2 | . | -6 | 1 | -0.1 | .
COC(=O)c1cc(S(=O)(=O)NCc2ccc(F)cc2)cn1C | -6 | -2.2 | . | -8 | 5 | 12 | 0.3 | 4
Cn1c(CC(=O)Nc2ccc(Cl)c(Cl)c2)n[nH]c1=S | -11 | 2.0 | 4 | -4 | -7 | -2 | 0.0 | 5
COc1ccc(C(=O)c2coc(-c3ccccc3C(=O)O)c2C(=O)O)cc1 | 4 | . | . | -4 | . | -12 | 0.1 | .
C[C@H](CO)N1C[C@H](C)[C@H](CN(C)Cc2ccc(C(=O)O)cc2)OCCCC[C@H](C)Oc2ccc(NC(=O)C3CCCCC3)cc2C1=O | 11 | -0.9 | -5 | 7 | 3 | 5 | 0.1 | 4
CCc1cc2c(-c3ccccc3)cc(=O)oc2cc1OCC(=O)NCC1CCC(C(=O)O)CC1 (stereo not given) | -9 | -4.3 | 4 | 3 | -5 | 0 | . | 11
C/C(=N\NC(=O)c1cccc2ccccc12)c1ccccn1 | 63* | 1.6 | 1 | 1 | -21 | -8 | -0.1 | -23
Oc1cccc(Nc2ccccc2)c1 | . | -2.7 | -6 | 6 | -21 | -20 | . | 18
O=C(NCC[C@@H]1CC[C@H](NC(=O)C2CCOCC2)[C@@H](CO)O1)c1cc(Cl)cc(Cl)c1 | . | 2.4 | . | 1 | . | -2 | 0.5 | 4
Cc1c(Cl)cccc1NC(=O)Nc1cc(C(C)(C)C)on1 | -18 | -1.2 | 0 | -17 | -11 | -56 | -0.1 | 2
CN(C)CCCNC(=O)C(=O)NCC1OCCN1S(=O)(=O)c1cc(F)ccc1F (stereo not given) | 2 | -1.6 | 0 | -6 | 40 | 13 | 0.0 | .
CCOC(=O)/C=C1\SCC(=O)N1CC(=O)NC(c1ccccc1)c1ccccc1 | -2 | . | . | -6 | . | -27 | 0.0 | .
O=C(COC(=O)c1nc(Cl)ccc1Cl)NNC(=O)c1cccs1 | 5 | 0.1 | 3 | -1 | 1 | 5 | 0.0 | 3
CCOc1ccc(NC(=O)c2c(NC(=O)CN3CCCC3)sc3c2CCC3)cc1 | 2 | -1.8 | 1 | 12 | -30 | 22 | 0.3 | -6
CC(C)C[C@H](CO)N(Cc1ccccc1)S(=O)(=O)N(Cc1ccccc1)[C@@H](CO)CC(C)C | . | 1.2 | -3 | -3 | -14 | -57 | 0.1 | 1
COc1cccc(C2=NN(C(=O)c3ccc(C)o3)C(O)(C(F)(F)F)C2)c1 (stereo not given) | 33 | 2.0 | 1 | . | -2 | . | 0.0 | .
Cc1nnc(SCc2cc(=O)[nH]c(=S)[nH]2)s1 | 7 | -2.2 | . | . | -5 | 22 | 0.0 | .
CC(=O)N1CCN(C(=O)c2cc(-c3cccc4ccccc34)nc3ccccc23)CC1 | 4 | -0.8 | 4 | 6 | -8 | -6 | -0.1 | 6
CCN1C(=O)[C@H]2[C@@H](c3ccc(C(F)(F)F)cc3)N[C@]3(CCCN(Cc4ccc(OC)cc4)C3=O)[C@H]2C1=O | . | 1.5 | 1 | -1 | -6 | -12 | 0.2 | 3
O=C(Cc1ccccc1)Nc1cc([N+](=O)[O-])ccc1N1CCOCC1 | 2 | -0.1 | 3 | -2 | -2 | 25 | 0.1 | -3
CCOC(=O)[C@]12CCCC=C1N(Cc1ccc(Cl)cc1Cl)C(=O)[C@H](CC(=O)NCCc1ccccc1OC)C2 | . | -2.1 | . | . | -12 | -26 | -0.1 | .
COc1ccc(C(=O)N/C(=C/c2ccc(Cl)cc2)C(=O)Nc2ccc(C(=O)O)cc2)cc1 | 1 | -3.6 | -1 | 9 | -23 | -2 | 0.0 | -3
CC(C)C[C@H]1CN([C@@H](Cc2ccc(O)cc2)CN2CCC[C@H]2CN2C(=O)C(=O)NC[C@@H]2Cc2ccc(O)cc2)C(=O)C(=O)N1CCc1ccccc1 | . | -0.5 | 2 | . | -8 | 44* | 0.4 | .
CCn1c(NC(=O)c2nn(C)cc2Br)nc2ccccc21 | 2 | . | -5 | . | -8 | -6 | -0.1 | .
OC[C@H]1O[C@@H](c2nc(-c3nc(-c4ccc(F)cc4)no3)cs2)[C@H](O)[C@@H]1O | . | 1.6 | -2 | -10 | -10 | . | 0.1 | 4

Following part
Structure | ARNT TACC3 PPI | F508del corr | ERAP1 inh | RAD54 inh | RAD52 anneal inh | INS-1E GSIS act | Xi reactivation | esBAF inh
Cn1cccc1C(=O)NC(=O)COC(=O)c1ccc(O)cc1 | 1 | . | . | -6 | . | 7 | . | -10
CCN1[C@@H]2c3ccc(-c4ccccc4OC)c(=O)n3C[C@@H]2[C@@H](CO)[C@@H]1C(=O)NCC1CC1 | -13 | 2.3 | 1 | -8 | 4 | 1 | 0.2 | 1
O=C(Cc1ccccc1)N1CC2(C1)[C@@H](c1ccccc1)[C@H](CO)N2S(=O)(=O)Cc1ccccc1 | . | 1.8 | -2 | . | -63 | 4 | 0.1 | .
O=C(C[C@@H]1CC[C@H]2[C@@H](COC[C@H](O)CN2C(=O)Nc2ccc(Cl)cc2)O1)NCC1CCCCC1 | 6 | 2.9 | . | -3 | . | -16 | 0.2 | 3
COc1nccnc1NS(=O)(=O)c1ccc(NC(=O)c2ccc(F)cc2)cc1 | 1 | -2.3 | 0 | 3 | -4 | 19 | 0.4 | -12
CCN(CC(=O)Nc1ccccc1OC)C(=O)CC1CCCC1 | -8 | -0.5 | 4 | 2 | -11 | . | 0.2 | 9
Cc1ccc(S(=O)(=O)N2CCOCC2)cc1NC(=O)CNCc1ccc(Cl)cc1Cl | -6 | 0.2 | 1 | -13 | -21 | -24 | 0.1 | -26
CCN(C(=O)CSc1nnc(-c2ccncc2)o1)c1ccccc1 | -6 | -1.9 | -3 | 15 | -8 | 24 | 0.0 | .

Screens from PubChem.
